FEN1 inhibitor = blocks human flap endonuclease 1; P39748; Recombinant FEN1 flap cleavage, fluorescence, 15 min; Potency, µM (top dose mostly 114 µM), without a hit: at the top dose activity change, negative = inhibition, usual class: inhibitors; actives 0.35% (n = 390,000); AID 588795; also: nearly all actives have a fitted effect of over 65% in size
Target sequence (P39748 whole entry, looked up): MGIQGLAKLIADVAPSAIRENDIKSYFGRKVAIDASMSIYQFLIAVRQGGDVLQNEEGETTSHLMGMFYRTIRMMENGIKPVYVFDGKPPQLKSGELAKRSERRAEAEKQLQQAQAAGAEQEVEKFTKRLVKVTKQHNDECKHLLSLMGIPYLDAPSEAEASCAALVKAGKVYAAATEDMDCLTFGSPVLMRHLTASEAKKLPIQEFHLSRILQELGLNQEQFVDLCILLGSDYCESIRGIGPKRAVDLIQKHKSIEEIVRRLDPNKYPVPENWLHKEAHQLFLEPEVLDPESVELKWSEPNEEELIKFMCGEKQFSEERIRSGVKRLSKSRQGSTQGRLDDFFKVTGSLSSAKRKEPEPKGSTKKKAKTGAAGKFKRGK
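Read-out was taken twice, immediately and after 15 min, following addition of 50 nM substrate to 10 nM FEN1 that had sat with test compound for 15 min at room temperature. Curves came from a four-parameter Hill model.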
GCN5L2 inh = inhibitors of human GCN5L2 histone acetyltransferase; Q92830; GCN5L2 HAT assay, ThioGlo1 CoA-SH fluorescence; Potency, µM (doses to about 58.9 µM), without a hit: top-dose activity change, negative = inhibition, hits mostly inhibitors; actives 0.21% (n = 390,000); AID 504327
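GCN5L2 (20 nM) in 50mM HEPES pH 7.5, 0.1mM EDTA, 0.01% Tween-20 preincubated 15 min with compounds at room temperature. Reaction started with H3(1-25) 75uM, acetyl-CoA 70uM, ThioGlo1 50uM; CoA-thiol fluorescence (Ex340/Em540) read at 0 and 20 min.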
TDP1 cell CPT = DT40-hTDP1 cell growth loss with CPT; chicken DT40 Tdp1-/-;hTDP1 cells + 20 nM CPT, ATP luminescence, 48 h; Potency, µM (top dose mostly 46.2 µM), for the others: at the top dose activity change, negative = growth inhibition, most hits filed as inhibitors; actives 12% (n = 420,000); also: nearly all actives have a fitted effect of over 55% in size
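Cell growth measured by CellTiter-Glo luminescence after a minimum 48 h, 37 C compound exposure with 20 nM CPT in Tdp1-knockout DT40 cells stably expressing hTDP1, seeded 400/well; qHTS titration format.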
Active calls of the source: *; u = inconclusive; x = no result given; & = joins results of further samples; [ ] = dose if it differs, or a comment. Calls follow the shape of the dose curve; as a rule, active = well fitted curve in the direction sought with a large enough effect; inconclusive = small, poorly fitted or top-dose-only effect, or another doubt; inactive = no such curve, though single readings can be large; an effect the other way counts as inactive or inconclusive. % is scaled to controls: 0 for no effect and ±100 for the full control effect; potency is read from the fitted curve at half-maximal effect.

The opening four compounds (preview)
[1] COc1cc2c(cc1O)C[C@H]1c3c(cc(O)c(OC)c3-2)CCN1C
[2] COC(=O)C1=Nc2ccccc2/C1=C\c1c(O)n(-c2cc(OC)ccc2OC)c(=O)[nH]c1=O
[3] CC1CN=C(Nc2ccccc2)S1 (centres undefined)
[4] OC1C2CN3CN(C2)CC1(c1ccccc1)C3 (centres undefined)

Screen / compound no.	1	2	3	4
FEN1 inhibitor	-25%	-16%	0%	-9%
GCN5L2 inh	-11%	-10%	3%	0%
TDP1 cell CPT	-2%	-10%	4%	0%

The whole of this part, repeating the preview:
[1] COc1cc2c(cc1O)C[C@H]1c3c(cc(O)c(OC)c3-2)CCN1C
[2] COC(=O)C1=Nc2ccccc2/C1=C\c1c(O)n(-c2cc(OC)ccc2OC)c(=O)[nH]c1=O
[3] CC1CN=C(Nc2ccccc2)S1 (centres undefined)
[4] OC1C2CN3CN(C2)CC1(c1ccccc1)C3 (centres undefined)
[5] CC(=O)OC(C)(C)/C=C/C(=O)[C@](C)(O)C1[C@H](O)C[C@@]2(C)C3CC=C4C(C[C@H](O)C(=O)C4(C)C)[C@]3(C)C(=O)C[C@]12C (some centres undefined)
[6] CN(C)c1ccc(N=Cc2c(O)n(CCC3=CCCCC3)c(=O)[nH]c2=O)cc1
[7] CCOc1ccc(Cc2c(O)[nH]c(=O)[nH]c2=O)cc1
[8] Cc1ccc(Cn2cccc(C(=O)Nc3cc(C)on3)c2=O)cc1

Screen / compound no.	1	2	3	4	5	6	7	8
FEN1 inhibitor	-25%	-16%	0%	-9%	3%	1%	0%	7%
GCN5L2 inh	-11%	-10%	3%	0%	-10%	0%	2%	-6%
TDP1 cell CPT	-2%	-10%	4%	0%	0.0082µM*	u	-3%	-24%

[9] Cc1ccc(N)cc1N
[10] CN1CC(C(=O)c2ccccc2)C(C(=O)c2ccccc2)C1 (centres undefined)
[11] C=CC(=O)OCCO
[12] C=CC[C@H](CC(=O)N(CCO)Cc1ccccc1)C(=O)NC[C@H](OC(=O)[C@@H](CC=C)CC(=O)OC(C)(C)C)c1ccccc1
[13] COC(=O)C1=C(c2cccc(OC)c2OC)C[C@@H]2CC[C@H]1N2C(=O)NCc1ccco1
[14] CCCc1nc2ccccc2c(=O)n1-c1ccc(O)cc1
[15] CC1=C(C(=O)N2CCC3(CC2)OCCO3)C2(CCC(C)CC2)OC1=O (centres undefined)
[16] COc1ccc(Nc2c(-c3cc(Br)ccc3O)nc3ncccn23)cc1OC

Screen / compound no.	9	10	11	12	13	14	15	16
FEN1 inhibitor	-7%	-2%	0%	-2%	0%	0%	12%	-29%
GCN5L2 inh	-5%	-15%	x	-8%	x	0%	-19%	-13%
TDP1 cell CPT	4%	-10%	-27%	21µM*	-2%	-10%	-7%	18µM*

Single records, as listed above. Screens in order: FEN1 inhibitor	GCN5L2 inh	TDP1 cell CPT
Profile of CN1CC(C(=O)c2ccccc2)C(C(=O)c2ccccc2)C1 (centres undefined) → -2%	-15%	-10%
Profile of COc1ccc(Nc2c(-c3cc(Br)ccc3O)nc3ncccn23)cc1OC → -29%	-13%	18µM*
Profile of C=CC[C@H](CC(=O)N(CCO)Cc1ccccc1)C(=O)NC[C@H](OC(=O)[C@@H](CC=C)CC(=O)OC(C)(C)C)c1ccccc1 → -2%	-8%	21µM*
Profile of CCCc1nc2ccccc2c(=O)n1-c1ccc(O)cc1 → 0%	0%	-10%
Profile of Cc1ccc(N)cc1N → -7%	-5%	4%

More compounds follow:
[17] CCC1(CC(C)c2ccccc2)C(=O)NC(=O)NC1=O (centres undefined)
[18] Cc1ccc2c(c1)=C(c1ccccc1)N(O)CC(=O)N=2
[19] CN1C(=O)C(=Cc2cn(CC(=O)N3CCCCC3)c3ccccc23)C(=O)N(C)C1=O
[20] CCn1cc(C(=O)c2ccccc2)c2ccccc21
[21] Cc1nn(Cc2ccccc2)c(Cl)c1C(=O)OCC(=O)NCC1CCCO1 (centres undefined)
[22] CC(C)CCNC(=O)c1cc(C(=O)c2cc(F)ccc2O)cn(CCC(C)C)c1=O
[23] COC(=O)C1=C(c2ccc(-c3ccccc3)c(F)c2)C[C@@H]2CC[C@H]1N2C(=O)N1CCC(O)CC1
[24] CN1C(=O)C(C)(C2=CCCCC2)C(=O)NC1=S (centres undefined)

Screen / compound no.	17	18	19	20	21	22	23	24
FEN1 inhibitor	1%	4%	-7%	-21%	0%	0%	-4%	5%
GCN5L2 inh	x	u	0%	-6%	-6%	-1%	0%	x
TDP1 cell CPT	-1%	27%	4%	-3%	-11%	-2%	15µM*	14%

[25] CCC(C)C(=O)OC1C(O)C2C(CN3CC(C)CCC3[C@]2(C)O)C2C[C@]34O[C@@]5(O)C(OC(=O)C(C)(O)CC)CCC3(C)C5C(OC(C)=O)C(OC(C)=O)C4[C@@]21O (some centres undefined)
[26] Cc1nc(SCc2c(Cl)cccc2Cl)nc(OC(=O)N(C)C)c1C
[27] COC(=O)c1ccc(NC(=O)CSc2nc3ccc(N4C(=O)C5C6C=CC(C6)C5C4=O)cc3s2)cc1 (centres undefined)
[28] O=c1[nH]c(=O)n(Cc2ccco2)c(O)c1C=NCc1ccc2c(c1)OCO2
[29] CCCC(C)C1(CC)C(=O)NC(=O)N=C1N (centres undefined)
[30] COC(=O)C1=C(c2ccc(Cl)c(C(F)(F)F)c2)C[C@@H]2CC[C@H]1N2C(=O)NCCOc1ccc(OC)cc1
[31] Fc1ccc(CN2CCN(c3ccc(Cl)cc3)CC2)cc1
[32] Cn1c(O)c(C2=NN(C(=O)CCl)C(c3ccccc3)C2)c(=O)n(C)c1=O (centres undefined)

Screen / compound no.	25	26	27	28	29	30	31	32
FEN1 inhibitor	x	-4%	-1%	14%	21%	-9%	-16%	12%
GCN5L2 inh	3%	-3%	-6%	0%	1%	-12%	-7%	0%
TDP1 cell CPT	1%	-37%	21µM*	-27%	u	u	-28%	u

[33] CC(C)[C@H]1C(=O)O[C@@H]2CCN3CC=C(COC(=O)[C@](C)(O)[C@]1(C)O)[C@H]23
[34] O=C(N=Nc1c(O)[nH]c(=O)[nH]c1=O)C1COc2cc3ccccc3cc2O1 (centres undefined)
[35] Cn1nc(-c2ccc(C(=O)Nc3ccc(OC(F)(F)F)cc3)cc2)c2ccccc2c1=O
[36] COc1ccccc1CCNC1CCC(C(C)(C)C)CC1 (centres undefined)
[37] Cc1ccc(C(=O)Nc2ccc(-n3ccnc3P(=O)(O)c3ccccc3)cc2)cc1
[38] CCCCSC1=NN1c1nc(N)nc(C)c1CC
[39] O=C(COC(=O)Cc1ccccc1)Nc1ccc(SC(F)F)cc1
[40] Cc1ccc2c(c1)C1CN(C)CCC1N2C(=O)CCCN1C(=O)c2cccc3cccc(c23)C1=O (centres undefined)

Screen / compound no.	33	34	35	36	37	38	39	40
FEN1 inhibitor	4%	-3%	-6%	-17%	11%	-15%	3%	-17%
GCN5L2 inh	-14%	-8%	1%	-2%	x	-5%[0.501 µM]	-4%	-2%
TDP1 cell CPT	u	18µM*	9.2µM*	u	15%	-9%	-10%	-11%

[41] Cc1ccc(NC(=S)NCCc2cnc[nH]2)cc1C
[42] N#CCCn1cc(C(=O)Nc2ccc([N+](=O)[O-])cc2)c(-c2ccccc2)n1
[43] Cc1ccc(/C=C2\C(=O)NC(=S)N(c3cccc(F)c3)C2=O)o1
[44] COc1ccc(N2CCN(c3ncnc4c3nc3n4CCCCC3)CC2)cc1
[45] CCCCCn1c(NC(=O)c2ccco2)c(C(=O)OCC)c2nc3ccccc3nc21
[46] Cc1cc(O)c(CN2CCN(c3ccccc3)CC2)cc1C
[47] O=[N+]([O-])c1cc([As](=O)(O)O)ccc1O
[48] CC(=O)N(C1=NCCCS1)c1ccc(F)cc1

Screen / compound no.	41	42	43	44	45	46	47	48
FEN1 inhibitor	-6%	-20%	u	-13%	-7%	3%	21%	-2%
GCN5L2 inh	3%	-2%	-28%	-3%	-4%	-6%	-7%	-1%
TDP1 cell CPT	-1%	-6%	18µM*	u	21µM*	u	u	-16%

[49] NNc1n[nH]c(=S)n1N
[50] C[C@]1(O)CCC2C3CC[C@@H]4CC(=O)CC[C@]4(C)C3CC[C@@]21C (some centres undefined)
[51] CCCn1cc(C(=O)O)cn1
[52] Cc1ccc(-n2c(O)c(C=NC3CCCC3)c(=O)[nH]c2=O)c(C)c1
[53] CC(=O)c1ccc(OCC(=O)N2CCCC(N3CCN(c4ccccc4C)CC3)C2)cc1 (centres undefined)
[54] CC1CCC(C(=O)NC(C(=O)N2CCC3(CC2)OCCO3)C(C)C)CC1 (centres undefined)
[55] Cc1[nH]c2ccccc2c1C(=O)C(=O)N1CC2CC(C1)c1cccc(=O)n1C2 (centres undefined)
[56] O=C(O)[C@H]1[C@H]2CN[C@H](C(=O)O)[C@H]21

Screen / compound no.	49	50	51	52	53	54	55	56
FEN1 inhibitor	-16%	11%	18%	6%	-12%	7%	-2%	x
GCN5L2 inh	-26%	2%	7%	-4%	-1%	1%	-1%	-3%
TDP1 cell CPT	u	18µM*	-21%	-27%	u	-9%	u	-6%&-3%

[57] N#CN
[58] Cc1nc(C)c(C(=O)NN=Cc2ccc(N(CCCl)CCCl)cc2)s1
[59] COc1ccc(OC)c(CC(=O)O)c1
[60] Cc1oc(-c2ccc(Cl)cc2)nc1CN1C(=O)CN=C(c2ccccc2)c2ccccc21
[61] COC(=O)C1=C(c2cccc(C#N)c2)C[C@@H]2CC[C@H]1N2C(=O)N1CCc2cc(OC)c(OC)cc2C1
[62] Cc1ccc(Sc2ccc(N3CCCC(C(=O)Nc4ccc(Cl)cc4)C3)nn2)cc1 (centres undefined)
[63] CC(=O)OC1(c2ccccc2)CCN(C)C(C)C1C (centres undefined)
[64] C[C@]12CC[C@@H](O)C[C@@H]1CC[C@@H]1[C@@H]2CC[C@]2(C)[C@@H](O)CC[C@@H]12

Screen / compound no.	57	58	59	60	61	62	63	64
FEN1 inhibitor	x	5%	-15%	-20%	1%	-12%	7%	u
GCN5L2 inh	-10%	x	-7%	-5%	-4%	-3%	2%	-1%
TDP1 cell CPT	12%	u	0%	u	u	u	-1%	-16%

[65] CCCCn1c(=O)c(C(=O)Nc2ccccc2C)c(O)c2ccccc21
[66] Cc1ccc(-c2nc3c(=O)n(C)c(=O)nc-3n(C)n2)cc1
[67] COc1ccccc1N1CCN(Cc2ccc(Br)s2)CC1
[68] COc1ccc(CNc2oc(-c3cccc4ccccc34)nc2P(=O)(OC)OC)cc1
[69] O=[N+]([O-])c1ccc(N2CC2)c([N+](=O)[O-])c1
[70] Cc1cc(C=O)c(C)n1C(C)C
[71] COc1ccc(-c2cc(=Nc3cccc(C(=O)O)c3)c3cc(C)ccc3o2)cc1
[72] N#CCCn1cc(C(=O)NCc2ccccc2)c(-c2ccc3c(c2)OCCO3)n1

Screen / compound no.	65	66	67	68	69	70	71	72
FEN1 inhibitor	1%	-17%	-6%	-25%	16%	-5%	u	6%
GCN5L2 inh	-5%	x	-13%	-18%	x	2%	-20%	-13%
TDP1 cell CPT	8.2µM*	0.63µM*	u	u	u	7%	u	-6%

[73] Cc1oc(-c2ccccc2Cl)nc1CN1C(=O)CN=C(c2ccccc2)c2ccccc21
[74] CC1(C)CC(=O)C2=C(C1)NC(=O)C21C(C(=O)OC(C)(C)C)=C(N)Oc2ccc(Br)cc21 (centres undefined)
[75] COCc1c(CN)cnc(C)c1N
[76] Cc1nnc(NC(=O)c2cccn(Cc3cccc(Cl)c3)c2=O)s1

Screen / compound no.	73	74	75	76
FEN1 inhibitor	0%	13%	-5%	18%
GCN5L2 inh	-10%	-2%	-6%	-9%
TDP1 cell CPT	u	u	-15%	u

High-throughput results: PubChem, National Center for Advancing Translational Sciences (NCATS)

This is a subset, so the mix of outcomes need not match the whole.
